Screening results: PubChem, National Center for Advancing Translational Sciences (NCATS)
D1 antag: Antagonist of Human D 1 Dopamine Receptor: qHTS. D(1A) dopamine receptor (Homo sapiens), P21728. HEK293 TREx D1 cells, calcium flux, dopamine EC80; stronger effect = lower value. activity change, negative = inhibition, % at 10 µM. actives 3.2% (n = 360,000); in the data active = activity change below about -30%; also: % is scaled to controls: 0 for no effect and ±100 for the full control effect
Target sequence (P21728 whole entry, looked up): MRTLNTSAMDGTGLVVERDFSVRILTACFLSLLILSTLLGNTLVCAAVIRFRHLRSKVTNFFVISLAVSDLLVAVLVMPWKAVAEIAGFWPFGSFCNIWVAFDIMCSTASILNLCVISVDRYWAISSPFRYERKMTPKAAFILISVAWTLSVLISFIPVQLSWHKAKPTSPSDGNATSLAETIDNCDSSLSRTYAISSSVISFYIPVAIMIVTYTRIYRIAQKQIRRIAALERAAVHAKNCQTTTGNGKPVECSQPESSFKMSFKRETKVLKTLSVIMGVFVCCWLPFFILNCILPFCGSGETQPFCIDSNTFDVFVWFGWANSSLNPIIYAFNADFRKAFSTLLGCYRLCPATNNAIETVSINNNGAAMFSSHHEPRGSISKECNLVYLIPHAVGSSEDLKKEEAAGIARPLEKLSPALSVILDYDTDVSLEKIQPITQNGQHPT
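Compound effects on dopamine-evoked calcium signalling were measured in tetracycline-induced HEK293 Trex D1 cells. Dopamine at EC80 followed a 180 s compound pre-read, and fluorescence was tracked kinetically for 180 s more.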
D2 antag: HTS Assay for Allosteric Antagonists of the Human D2 Dopamine Receptor: Primary Screen for Antagonists. D(2) dopamine receptor (Homo sapiens), P14416. HEK293 TREx D2 cells, calcium flux, dopamine EC80. inhibition, % at 10 µM. actives 2% (n = 340,000); in the data active = inhibition above about 30%; also: 0% is about no effect
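Antagonism is scored as inhibition of an EC80 dopamine-evoked calcium signal in a force-coupled, tetracycline-inducible HEK293 T-REx D2 line, with compound present 180 s before agonist.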
RXFP1 antag: qHTS Assay for Antagonists of the Relaxin Receptor RXFP1; Relaxin receptor 1 (Homo sapiens), Q9HBX9; HEK293-RXFP1, relaxin-stimulated cAMP HTRF, 30 min; stronger effect = lower value; activity change, negative = inhibition, % at 57.5 µM; actives 0.59% (n = 350,000); AID 1259400, 2018;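 active = activity change of -60% or lower, but not beyond a set lower limit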; also: % is scaled to controls: 0 for no effect and ±100 for the full control effect
TRHR ag: qHTS for Small Molecule Agonists and Allosteric Enhancers of Human TRH Receptor: Primary Screen for Agonists; TRHR cells, calcium flux fluo-8, FDSS agonist mode; actives 0.18% (n = 360,000); activation, % at 2 µM; Thyrotropin-releasing hormone receptor (Homo sapiens), P34981; also: 0% is about no effect
Target sequence (P34981 whole entry, looked up): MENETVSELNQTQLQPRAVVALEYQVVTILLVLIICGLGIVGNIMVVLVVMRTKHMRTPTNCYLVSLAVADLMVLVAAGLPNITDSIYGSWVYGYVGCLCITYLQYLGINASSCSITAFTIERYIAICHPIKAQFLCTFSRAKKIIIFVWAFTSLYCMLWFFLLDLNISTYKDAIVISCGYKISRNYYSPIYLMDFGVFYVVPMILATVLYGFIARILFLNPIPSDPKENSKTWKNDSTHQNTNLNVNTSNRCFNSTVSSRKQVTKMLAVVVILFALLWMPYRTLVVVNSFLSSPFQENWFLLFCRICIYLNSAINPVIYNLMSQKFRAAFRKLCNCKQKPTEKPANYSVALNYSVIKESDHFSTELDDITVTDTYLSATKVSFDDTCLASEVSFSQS
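TRHR-expressing cells, plated overnight in medium with 10% serum, were loaded with fluo-8 calcium dye at room temperature. After a 10 s baseline, library compound was pin-added and calcium release was recorded kinetically (ex 480/em 530) as agonist response.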
D2 potentiator: HTS Assay for Positive Allosteric Modulators of the Human D2 Dopamine Receptor: Primary Screen for Potentiators; AID 485347, 2010; D(2) dopamine receptor (Homo sapiens), P14416; potentiation, % at 10 µM; HEK293 T-REx D2, calcium flux, EC20 dopamine potentiation; actives 0.34% (n = 340,000);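 active = potentiation over 3 SD above the plate norm, cut at about 30% in these data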; also: 0% is about no effect
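Tetracycline-induced HEK293 T-REx cells force-coupled to calcium signalling expressed D2; compounds were pin-added after a 10 s baseline, read kinetically 180 s, then an EC20 dopamine challenge followed with a further 180 s calcium read.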
TRHR PAM: qHTS for Small Molecule Agonists and Allosteric Enhancers of Human TRH Receptor: Primary Screen for Enhancers; TRHR cells, fluo-8 calcium fluorescence, EC20 TRH enhancement; actives 0.66% (n = 360,000); enhancement, % at 2 µM; AID 493056, 2011; Thyrotropin-releasing hormone receptor (Homo sapiens), P34981; in the data active = enhancement above about 30%; also: 0% is about no effect
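TRHR-expressing cells loaded with fluo-8 calcium dye were read kinetically (ex 480/em 530) during compound addition, then stimulated with an EC20 of TRH (10 nM final). Enhancement of the Gq-mediated intracellular calcium response was scored.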
D2 ag: HTS Assay for Allosteric Agonists of the Human D2 Dopamine Receptor: Primary Screen for Agonists; D(2) dopamine receptor (Homo sapiens), P14416; HEK293 T-REx D2 cells, calcium flux agonist mode; activation, % at 2 µM; actives 0.53% (n = 340,000); AID 485358, 2010;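 active = activation over 3 SD above normal in the single-dose calcium agonist read, cut at about 30% in these data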; also: 0% is about no effect
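Tetracycline-induced HEK293 T-REx cells with force-coupled D2 receptor, plated overnight at 30 C, loaded with no-wash calcium dye. After a 10 s baseline, compound was pin-added and calcium flux read kinetically for 180 s; calcium rises flagged agonists.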
D1 PAM: Potentiators of Human D1 Dopamine Receptor: qHTS | D(1A) dopamine receptor (Homo sapiens), P21728 | HEK293 TREx D1 cells, calcium flux, dopamine EC20 potentiation | potentiation, % at 10 µM | actives 0.036% (n = 360,000) | AID 504651, 2011; in the data active = potentiation above about 30%; also: 0% is about no effect
D1 agonist: Allosteric Agonists of the Human D1 Dopamine Receptor: qHTS. D(1A) dopamine receptor (Homo sapiens), P21728. HEK293 T-REx D1 cells, calcium flux, agonist mode. activation, % at 2 µM. actives 1% (n = 360,000). AID 504660, 2011; also: 0% is about no effect
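Tetracycline-induced HEK293 TREx D1 cells, force-coupled to calcium signalling, were dye-loaded with a no-wash calcium kit. Compound was pin-added after a 10 s baseline. Fluorescence was read kinetically at 1 cycle/s for 180 s, with calcium rises flagged as agonism.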
Active calls of the source: *; . = not tested or not shown. Rule as the data show it, unless noted: active = activation above about 30%; inactive = the rest.

The opening 11 compounds (preview)
No.	structure	D1 antag	D2 antag	RXFP1 antag	TRHR ag	D2 potentiator
1	CCCOc1cccc(C2c3c(oc4cc(C)c(C)cc4c3=O)C(=O)N2CCCN2CCOCC2)c1 (stereo not drawn)	-10	.	.	0.4	-5
2	COCC(C)NC(=O)c1cc(OC)cc(OC)c1 (stereo not drawn)	6	9	14	0.4	-1
3	CCc1ccccc1N(CC(=O)NCCc1ccccc1)C(=O)CCC(=O)Nc1ccccn1	-30*	10	-1	-0.9	.
4	CC(C)c1nnc(NC(=O)Cc2ccc(Br)cc2)s1	12	2	5	0.8	11
5	CCn1c(Nc2ccccc2Cl)nc2ccccc21	-16	-6	-8	2.0	6
6	COC(=O)CC1C(=O)NCCN1C(=O)CSc1nnc(Nc2ccc(C)cc2)s1 (stereo not drawn)	-4	.	1	-0.1	.
7	COc1ccc(C2(CNC(=O)c3cc([N+](=O)[O-])cc([N+](=O)[O-])c3)CCCC2)cc1OC	-12	8	-7	-0.2	3
8	Clc1cccc(Cl)c1/C=C/c1ccn[nH]1	5	.	0	-0.4	.
9	CN(C)C(=O)c1ccccc1-c1ccccc1	-5	3	17	0.1	0
10	Cc1ccc2nc(-c3ccc(F)cc3)c(NC(C)(C)CC(C)(C)C)n2c1	24	.	.	-1.0	-2
11	O=C(O)C1CCCN1c1ncnc2ccccc12 (stereo not drawn)	6	8	-3	0.4	-6

No.	TRHR PAM	D2 ag	D1 PAM	D1 agonist
1	5	0.0	-4	1
2	6	1.7	8	4
3	-2	-3.1	-12	40*
4	3	0.2	1	7
5	2	0.9	-4	6
6	-5	.	-2	1
7	-3	1.0	-9	-2
8	0	.	-1	2
9	4	0.5	11	2
10	-3	0.3	1	2
11	-10	0.4	0	2

This part in full, repeating the preview:
No.	structure	D1 antag	D2 antag	RXFP1 antag	TRHR ag	D2 potentiator
1	CCCOc1cccc(C2c3c(oc4cc(C)c(C)cc4c3=O)C(=O)N2CCCN2CCOCC2)c1 (stereo not drawn)	-10	.	.	0.4	-5
2	COCC(C)NC(=O)c1cc(OC)cc(OC)c1 (stereo not drawn)	6	9	14	0.4	-1
3	CCc1ccccc1N(CC(=O)NCCc1ccccc1)C(=O)CCC(=O)Nc1ccccn1	-30*	10	-1	-0.9	.
4	CC(C)c1nnc(NC(=O)Cc2ccc(Br)cc2)s1	12	2	5	0.8	11
5	CCn1c(Nc2ccccc2Cl)nc2ccccc21	-16	-6	-8	2.0	6
6	COC(=O)CC1C(=O)NCCN1C(=O)CSc1nnc(Nc2ccc(C)cc2)s1 (stereo not drawn)	-4	.	1	-0.1	.
7	COc1ccc(C2(CNC(=O)c3cc([N+](=O)[O-])cc([N+](=O)[O-])c3)CCCC2)cc1OC	-12	8	-7	-0.2	3
8	Clc1cccc(Cl)c1/C=C/c1ccn[nH]1	5	.	0	-0.4	.
9	CN(C)C(=O)c1ccccc1-c1ccccc1	-5	3	17	0.1	0
10	Cc1ccc2nc(-c3ccc(F)cc3)c(NC(C)(C)CC(C)(C)C)n2c1	24	.	.	-1.0	-2
11	O=C(O)C1CCCN1c1ncnc2ccccc12 (stereo not drawn)	6	8	-3	0.4	-6
12	Cc1ccc(CNC(=O)N2CCC(CN3CCC(C)CC3)CC2)cc1	-3	.	2	-0.1	-3

No.	TRHR PAM	D2 ag	D1 PAM	D1 agonist
1	5	0.0	-4	1
2	6	1.7	8	4
3	-2	-3.1	-12	40*
4	3	0.2	1	7
5	2	0.9	-4	6
6	-5	.	-2	1
7	-3	1.0	-9	-2
8	0	.	-1	2
9	4	0.5	11	2
10	-3	0.3	1	2
11	-10	0.4	0	2
12	4	0.7	-2	-2

Continued:
No.	structure	D1 antag	D2 antag	RXFP1 antag	TRHR ag	D2 potentiator
13	CC(=O)N1CCN(c2ccc(NC(=S)NC(=O)c3ccc(C)c([N+](=O)[O-])c3)cc2)CC1	-12	0	18	-0.6	9
14	COCCNc1oc(COc2cccc(C)c2)nc1C#N	-18	-11	-2	-0.8	-1
15	Cc1ccc(Cl)cc1NC(=O)N1CCC2(CC1)Oc1ccccc1C(=O)N2Cc1ccccc1F	-23	.	5	-0.3	11
16	CC(C)=NNc1nc(-c2ccc([N+](=O)[O-])cc2)cs1	-17	-4	-30	-1.0	6
17	Cc1cc2cc(CNC(=O)c3ccc(C)c([N+](=O)[O-])c3)ccc2[nH]1	-14	21	4	-0.4	-7
18	CCOC(=O)C1CCCN(Cc2nc(N)nc(Nc3ccccc3OC)n2)C1 (stereo not drawn)	-14	34*	.	0.1	-10
19	COc1ccc(Cc2noc(CN(C)CCN3CCc4ccccc4C3)n2)cc1OC	-4	-32	-2	0.8	-23
20	CC(=O)NC(Cc1ccccc1)C(=O)OCC(=O)c1ccc(Br)cc1 (stereo not drawn)	-5	-20	-13	0.2	3
21	C/C(=N\NC(=O)c1ccc2c(c1)OCO2)c1ccc(O)cc1	6	1	11	0.3	-3
22	CCn1c(=O)cc(OCC(=O)N2CCN(c3cccc(C)c3C)CC2)c2ccccc21	-1	.	-5	0.5	3
23	O=C1c2ccccc2NC(c2cccc(O)c2)N1Cc1ccco1 (stereo not drawn)	-23	-13	-3	-0.3	13
24	CC(NC(=O)c1cc(-c2cccs2)on1)c1ccccc1 (stereo not drawn)	-16	-6	0	1.2	3

No.	TRHR PAM	D2 ag	D1 PAM	D1 agonist
13	-4	0.9	-4	10
14	-1	0.0	-4	1
15	1	-0.6	-5	6
16	-7	-0.1	-10	0
17	-3	-1.2	-6	4
18	13	-0.8	-4	-1
19	-4	1.8	-6	0
20	-1	-0.1	1	2
21	1	-0.6	0	3
22	9	2.2	-4	2
23	-6	0.2	-5	1
24	-8	-0.8	3	12

A few values from the entries so far:
Cc1ccc(Cl)cc1NC(=O)N1CCC2(CC1)Oc1ccccc1C(=O)N2Cc1ccccc1F in TRHR ag → -0.3
COc1ccc(Cc2noc(CN(C)CCN3CCc4ccccc4C3)n2)cc1OC in D1 PAM → -6

Next section:
No.	structure	D1 antag	D2 antag	RXFP1 antag	TRHR ag	D2 potentiator
25	COc1ccc(CN2CCN(Cc3cc4ccccc4o3)CC2CCO)c(F)c1 (stereo not drawn)	2	13	-1	0.9	3
26	O=C(COC(=O)c1ccc(S(=O)(=O)NCc2ccco2)cc1)NC1CCCCCC1	-3	21	0	0.3	-7
27	O=C(NC(=S)Nc1ccc(N2CCOCC2)cc1)c1ccc2c(c1)OCCO2	-15	10	-5	0.8	14
28	Cc1cc(NC(=O)COC(=O)c2ccco2)no1	3	-1	-4	0.4	5
29	Cc1ccccc1OCc1ccc(-c2nc(C#N)c(NCCCN(C)C)o2)o1	-22	.	-5	0.1	-21
30	CCN(CC)S(=O)(=O)c1ccc(O)c(C(=O)OCC(=O)N(C)Cc2ccccc2)c1	-6	17	-12	2.0	9
31	CC[C@H](C)[C@@H](C(=O)N1CCNCC1)n1cc([C@@H](N)CC(C)C)nn1	20	-1	.	0.4	8
32	Cn1cccc1/C=C1\SC(=S)N(NC(=O)c2cccc(Cl)c2)C1=O	-13	-17	-15	1.2	2
33	CCC(=O)Nc1cccc(C2=NOC3(C2)C[C@@H](C(N)=O)N(C(=O)C(c2ccccc2)c2ccccc2)C3)c1 (stereo partly drawn)	20	-6	.	-0.1	0
34	Cc1ccc(C)c(NC(=O)CN(C)C(=O)C2COc3ccccc3O2)c1 (stereo not drawn)	-4	0	8	0.3	-7
35	CCOC(=O)NNc1ccc(C(F)(F)F)cn1	9	-2	-10	0.6	16
36	N#Cc1ccccc1NC(=O)C(=O)NCC1CCCN1S(=O)(=O)c1cccs1 (stereo not drawn)	1	-7	-6	0.3	7

No.	TRHR PAM	D2 ag	D1 PAM	D1 agonist
25	5	10	-1	28
26	-2	0.8	-6	2
27	-3	0.1	-10	8
28	10	-0.7	1	3
29	6	2.1	-1	44*
30	4	0.8	-3	2
31	0	-0.3	1	-4
32	1	0.6	-6	3
33	-4	0.3	0	4
34	4	0.0	-3	1
35	4	-0.3	2	4
36	2	-0.4	-2	0

(continued)
No.	structure	D1 antag	D2 antag	RXFP1 antag	TRHR ag	D2 potentiator
37	COc1ccc(-n2c(=O)n(Cc3ccccc3)c(=O)c3[nH]cnc32)cc1	0	-12	9	-0.4	5
38	CC(=O)Nc1ccc2nc(C3CCCCC3)[nH]c2c1	4	-18	-10	-0.2	-20
39	CCN1CCN(S(=O)(=O)c2ccc(Cl)c(C(=O)N(C)C(c3ccccc3)c3ccccc3)c2)CC1	12	-13	-28	0.1	0
40	O=[N+]([O-])c1ccccc1NCCNc1ncc(C(F)(F)F)cc1Cl	-13	4	-20	-0.7	-12

No.	TRHR PAM	D2 ag	D1 PAM	D1 agonist
37	-5	-0.4	2	1
38	-9	-0.8	-6	3
39	-4	0.4	2	1
40	-2	2.2	-4	4
